# CHRM1 agonist: activates human CHRM1 receptor | hit rate 0.33% among 360,000 | AID 588814 | activation, % at 3 µM | CHO-K1 hM1, Fluo-8 calcium fluorescence, agonist mode; 0% DMSO, 100% acetylcholine EC100 | P11229;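 active = activation above the run's mean compound activation plus 3 SD, cut at about 16% in these data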;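 note: peak over basal fluorescence ratio within a 140 s kinetic read after compound addition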
# M4 antag: blocks acetylcholine activation of human M4 receptor. P08173. CHO-hM4 cells, ACh EC80, Fluo-8 calcium fluorescence. inhibition, % at 3 µM. hit rate 0.73% among 360,000. AID 624125;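 active = inhibition above its plate's cutoff, the mean inhibition of sample wells plus 3 SD, cut at about 27% in these data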;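 note: 0% = acetylcholine EC80 with DMSO and 100% = DMSO without agonist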
# Target sequence (P08173 whole entry, looked up): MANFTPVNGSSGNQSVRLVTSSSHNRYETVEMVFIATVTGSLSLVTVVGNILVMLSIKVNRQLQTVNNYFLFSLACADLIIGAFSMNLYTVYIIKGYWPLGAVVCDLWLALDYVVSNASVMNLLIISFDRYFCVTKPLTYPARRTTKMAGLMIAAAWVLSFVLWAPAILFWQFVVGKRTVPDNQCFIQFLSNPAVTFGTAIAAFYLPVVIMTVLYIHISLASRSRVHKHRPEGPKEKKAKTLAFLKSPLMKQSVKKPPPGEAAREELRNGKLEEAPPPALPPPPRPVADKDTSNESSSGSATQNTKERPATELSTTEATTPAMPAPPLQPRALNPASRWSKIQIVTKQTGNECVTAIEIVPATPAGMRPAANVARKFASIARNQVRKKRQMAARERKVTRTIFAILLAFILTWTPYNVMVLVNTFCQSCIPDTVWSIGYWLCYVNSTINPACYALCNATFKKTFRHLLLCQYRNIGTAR
# M1 antag: antagonists of human M1 muscarinic receptor | P11229 | inhibition, % at 3 µM | hit rate 1.3% among 360,000 | AID 588852 | CHO-K1 hM1, Fluo-8 calcium fluorescence, ACh EC80 antagonist;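 active = percent inhibition above its own plate's cutoff, namely the mean of that plate's compound wells plus 3 SD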;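 note: peak over basal fluorescence ratio during 140 s after agonist addition; 0% = ACh EC80 plus DMSO and 100% = DMSO alone without agonist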
# M4 ag: agonists of human muscarinic M4 receptor (CHRM4) | P08173 | CHO-K1 hM4/Gqi5, Fluo-8 calcium fluorescence; vehicle 0%, full acetylcholine response 100% | activation, % at 3 µM | hit rate 0.14% among 360,000 | AID 624127;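 active = activation above the run mean over all test wells plus 3 SD, cut at about 32% in these data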;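 note: peak over basal fluorescence ratio per well then scaled between controls; 0% = DMSO wells and 100% = acetylcholine at EC100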
# TAAR1 ag: human TAAR1 agonism; CHO RD-HGA16 TAAR1, Fluo-8 calcium fluorescence; vehicle wells 0%, saturating PEA agonist 100%; activation, % at 3 µM; AID 624467; hit rate 0.99% among 360,000;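 active = activation above the mean activation of all test compounds in the run plus 3 SD, cut at about 38% in these data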
#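 System: CHO-derived RD-HGA16 cells with stable Gα16 and human TAAR1 / Times: 17-24 h plating, Fluo-8 75 min 37 °C, 30 min RT / Technique: calcium-sensitive Fluo-8 signal, excitation 470-495, emission 515-575 nm / Measure: % activation relative to PEA EC100 response / Benchmarks: DMSO and PEA EC100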
# CHRM5 agonist: CHRM5 agonism in calcium assay. hit rate 0.19% among 360,000. P08912. activation, % at 3 µM. AID 624037. CHO-K1 hM5 cells, Fluo-8 calcium fluorescence; 0% DMSO wells, 100% maximal acetylcholine response;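 active = activation above the run's mean over test compounds plus 3 SD, cut at about 23% in these data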;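 note: signal is peak over basal fluorescence ratio across the kinetic read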
# Target sequence (P08912 whole entry, looked up): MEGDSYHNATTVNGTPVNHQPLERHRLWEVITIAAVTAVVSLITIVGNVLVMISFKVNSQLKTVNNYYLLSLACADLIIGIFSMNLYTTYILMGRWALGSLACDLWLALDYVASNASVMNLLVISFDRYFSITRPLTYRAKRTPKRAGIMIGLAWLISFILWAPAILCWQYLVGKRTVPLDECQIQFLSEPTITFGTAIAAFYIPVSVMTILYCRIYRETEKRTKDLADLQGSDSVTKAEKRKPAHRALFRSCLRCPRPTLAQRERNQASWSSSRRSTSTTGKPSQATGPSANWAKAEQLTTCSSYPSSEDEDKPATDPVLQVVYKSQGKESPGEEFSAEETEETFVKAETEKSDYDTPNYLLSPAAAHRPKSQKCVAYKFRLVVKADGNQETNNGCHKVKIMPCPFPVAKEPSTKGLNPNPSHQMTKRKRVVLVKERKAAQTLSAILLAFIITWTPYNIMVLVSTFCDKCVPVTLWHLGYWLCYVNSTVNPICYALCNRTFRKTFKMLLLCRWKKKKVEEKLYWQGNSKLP
# CHRM5 PAM: potentiates acetylcholine response at human M5 receptor; P08912; CHO-K1 hM5, Fluo-8 calcium, ACh EC20 PAM; 0% = ACh EC20, 100% = ACh EC100; activation, % at 3 µM; hit rate 0.3% among 360,000;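 active = activation above the run cutoff, the mean activation of all test compounds plus 3 SD, cut at about 18% in these data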
#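 System: CHO-K1 hM5 cells. Reagent: acetylcholine, EC20 level. Compound dosing: single dose, 3 µM nominal final test concentration. Timing: Post-acetylcholine fluorescence recording 140 s. Detection: Fluo-8 calcium fluorescence. Read-out: % activation, ACh-normalized. Benchmarks: ACh EC20 and EC100 wells. Repeats: singlicate, one well per test compound.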
# M5 antag: antagonists of human muscarinic M5 receptor (CHRM5); P08912; CHO-hM5 cells, Fluo-8 calcium fluorescence, ACh EC80; inhibition, % at 3 µM; hit rate 0.59% among 360,000; AID 624040;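 active = inhibition above a per-plate cutoff, the mean of that plate's test compounds plus 3 SD, cut at about 27% in these data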;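 note: 0% = acetylcholine EC80 with DMSO and 100% = DMSO without agonist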
# M1 PAM: human CHRM1 positive allosteric modulation; P11229; CHO-K1 hM1, Fluo-8 calcium fluorescence, ACh EC20; 0% = ACh EC20, 100% = maximal ACh; activation, % at 3 µM; hit rate 0.088% among 360,000; in the data active = activation above about 19%, passing the limit was not always enough
# Numbers without * were called inactive; · = not tested or not shown. An excerpt. The share of hits here may be higher or lower than overall.
# Under each structure: CHRM1 agonist	M4 antag	M1 antag	M4 ag	TAAR1 ag	CHRM5 agonist	CHRM5 PAM	M5 antag	M1 PAM
> CC(=O)c1ccc(NC(=O)c2cc(C)nc3ccccc23)cc1
→ 0	-7	-12	7	3	-3	4	5	7
> CCOC(=O)c1c(C)[nH]c(C(=O)NNC(=O)c2ccc(Br)cc2)c1C
→ 0	-15	-20	2	3	0	-2	-3	18
> COC(=O)[C@]1(C)N[C@H](CN(C)C(=O)c2ccccc2)[C@@H]2C(=O)N(C)C(=O)[C@@H]21
→ 3	5	-24	0	1	1	3	2	20
> COc1cc(OC)cc(C(=O)N2CCN(S(C)(=O)=O)CC2)c1
→ -4	-2	-13	2	2	-5	31*	-7	6
> CCOc1ccc(C(C)=O)cc1CSc1nnc(-c2ccoc2C)n1N
→ -4	11	1	0	-1	-6	-2	6	-4
> Cc1ccc([C@@H]2CC=C(C(=O)O)[C@H](c3cccc(F)c3)N2S(=O)(=O)c2ccccc2C)cc1
→ -10	1	-17	2	0	-3	-6	10	6
> COc1cccc(/C=C/C(=O)N2CC(C)OC(C)C2)c1OC (stereo unspecified)
→ -2	-11	-13	1	-1	-3	-5	15	5
> Cc1noc(C)c1C(=O)OCC(=O)Nc1ccccc1C(=O)NC(C)c1ccccc1 (stereo unspecified)
→ -1	-5	-1	6	22	-7	-18	-1	3
> Cc1ccccc1S(=O)(=O)Cc1ccc(C(=O)NCc2cccs2)o1
→ -1	1	2	2	25	1	-3	1	2
> CN1CCCN(C(=O)C2CCCCC2)CC1
→ -10	7	-1	1	1	-10	-10	-1	1
> C=CCn1c(O)c(N=Nc2ccccc2[N+](=O)[O-])c2ccccc21
→ -2	-4	-4	0	2	0	1	-5	-2
> COc1ccccc1N1CCN(C(=O)c2cc(S(=O)(=O)N3CCCCC3)ccc2C)CC1
→ -1	-8	16	14	11	3	-6	13	-13
> COc1ccc(NC(=S)NC(=O)c2cncc(Br)c2)cc1
→ -3	3	-11	0	0	-1	6	4	9
> COc1ccc(CC(=O)OCC(=O)NC(=O)NC23CC4CC(CC(C4)C2)C3)cc1
→ -4	3	-13	-1	9	0	-7	7	6
> COC(=O)c1sccc1NC(=O)c1ccc(C#N)cc1
→ 2	-3	-12	0	·	-2	-4	14	13
> Cc1ccc(N2CC(C(=O)Nc3nc4ccc(S(C)(=O)=O)cc4s3)CC2=O)cc1 (stereo unspecified)
→ -2	14	-20	2	1	-1	0	2	7
> CC(C)CCOCc1nc2sc3c(c2c(=O)[nH]1)CCC(C)C3 (stereo unspecified)
→ -3	5	7	1	9	4	3	1	-7
> COc1ccc(OC)c(NC(=O)COC(=O)CCNc2ccccc2OC)c1
→ 1	-5	-3	2	0	-1	-1	9	9
> CC(=O)OC1CC(C)(C)N(OC(=O)c2ccccc2)C(C)(C)C1
→ -4	-5	-15	0	6	-2	-5	-14	7
> O=C(NCC1CCCO1)c1cc2cc(F)ccc2[nH]1 (stereo unspecified)
→ -4	-10	-17	1	1	-2	-4	5	11
> Cn1c(=O)cc(OCCCC(=O)Nc2cccnc2)c2ccccc21
→ -2	37*	5	2	10	-2	13	3	-3
> Cc1ccc(Nc2nc(N)nc(CSc3nccn3C)n2)c(C)c1
→ -2	4	-23	0	4	-2	2	7	1
> CCOC(=O)C1C2C=CC3(CN(C4CCCC4)C(=O)C13)O2 (stereo unspecified)
→ -2	-2	-18	0	3	-2	-3	-2	2
> CC(=O)c1ccc(S(=O)(=O)N(CCCO)Cc2cc3cc(C)ccc3[nH]c2=O)cc1
→ -6	10	1	0	2	-3	-4	16	4
> COc1cccc(-c2cnc3c(NC(C)=O)cc(-c4ccc(C(=O)N5CCOCC5)cc4)cn23)c1
→ -7	4	-5	1	-1	-1	-5	11	3
> Cn1cnc(S(=O)(=O)Nc2cc(-c3ccc(Cl)cc3)nn2C)c1
→ -1	5	-11	0	2	1	10	-1	9
> CN(C)n1cnc2ccsc2c1=O
→ -9	8	-2	0	6	-2	-6	3	7
> Cc1ccc(CC2S/C(=C(/C#N)C(=O)NCc3ccco3)N(c3ccccc3)C2=O)cc1 (stereo unspecified)
→ -2	-20	3	8	7	0	-12	-1	-4
> O=C(COC(=O)CN1C(=O)C2CCCCC2C1=O)Nc1c(Cl)cccc1Cl (stereo unspecified)
→ -2	2	-6	2	0	2	7	-3	9
> COc1ccc(S(=O)(=O)N2CCC(C(=O)N3CCCC3)CC2)cc1C
→ -6	-7	-21	1	-3	-2	-1	8	13
> Cc1cc(C(=O)NC2CCCc3c2cnn3-c2cccc(C)c2C)n(C)n1 (stereo unspecified)
→ 3	6	34*	14	5	5	-23	15	-7
> COc1ccc(-n2nc(C(=O)NCC(=O)NCCC3=CCCCC3)c3ccccc3c2=O)c(OC)c1
→ -4	-11	-7	1	0	-1	3	-1	3
> O=C(Nc1ccnn1C1CCN(Cc2ccccc2OC(F)F)CC1)c1cccnc1
→ -14	-5	11	3	2	-5	-1	8	-10
> O=C(CNC(=O)c1ccco1)OCc1ccc(C(=O)Oc2ccccc2)cc1
→ -2	1	-3	6	2	-6	-9	0	1
> COc1ccc(Cn2c(=O)[nH]c3cc(C(=O)N4CCN(c5ccc(C(C)=O)cc5)CC4)ccc3c2=O)cc1
→ -5	10	-8	3	1	-1	-1	16	8
> Cc1cccc(OCc2ccccc2)n1
→ 0	-15	-12	1	4	4	4	7	8
> CC(=O)c1cccc(-c2ccnc3c2CC(C(=O)NCC2CC2)O3)c1 (stereo unspecified)
→ -3	-8	-13	2	0	0	-3	7	6
> CCOC(=O)c1[nH]c(C)c(C(=O)Nc2ccc(C)c(Cl)c2)c1C
→ -8	-9	22	0	20	-9	-13	-6	-19
> O=C(C1CCC1)N1CCc2cc(S(=O)(=O)NCc3ccccn3)ccc21
→ 0	-6	-4	2	7	3	3	0	0
> CCCCc1c(O)nc(SCC(=O)N2CCOCC2)[nH]c1=O
→ -1	6	-17	0	5	-2	-4	-3	0
> CC(=O)N1CCc2cc(Br)cc(S(=O)(=O)NCc3ccc(Cl)cc3)c21
→ 2	2	0	3	27	-5	-4	0	3
> CCC(C)Sc1nnc(CSc2nc3nc(C)cc(C)n3n2)o1 (stereo unspecified)
→ -1	9	0	1	29	7	-1	3	-1
> ClCc1nc2ccccc2c2ccccc12
→ -5	12	5	2	3	-2	-4	15	1
> CCOC(=O)Nc1nc2ccc(Cn3cccc3)cc2[nH]1
→ 0	-1	-7	3	1	5	5	6	1
> CC(C)(C)NC(=O)Cn1c(-c2nonc2N)nc2ccccc21
→ 3	1	-26	0	4	3	0	1	3
> Cc1cc(C(=O)COC(=O)C23CC4CC(CC(O)(C4)C2)C3)c(C)n1-c1c(C)n(C)n(-c2ccccc2)c1=O
→ -8	0	0	0	0	4	4	-1	2
> CN(C)c1ccc(/C=N/NC(=O)CSc2ccccn2)cc1
→ -2	-3	-8	0	2	-1	-6	5	6
> CNC(=O)c1ccc(Nc2nnc(-c3ccc(C)c(S(=O)(=O)NCC4CCCO4)c3)c3ccccc23)cc1 (stereo unspecified)
→ -7	-5	3	2	2	-3	5	-4	-2
> CC(C)(C)C(=O)Nc1c2c(nn1-c1ccccc1)CSC2
→ -1	-2	1	0	1	-3	-2	3	-1
> COC(=O)c1ccc(C(C(=O)NC2CCCCC2)N(C(=O)Cc2cccs2)C2CC2)cc1 (stereo unspecified)
→ -4	4	-1	0	3	1	1	-4	10
> C[C@H]1[C@H]2c3nc4ccccc4n3C[C@H]1ON2C1CCCCC1
→ -5	-2	4	0	3	0	2	13	-1
> CCc1noc(C)c1C(=O)NNC(=O)c1ccccc1Cl
→ -2	-9	-12	0	2	0	1	-5	7
> Cc1cc(OCCCC(=O)NCCN2C(=O)S/C(=C\c3cccnc3)C2=O)ccc1Cl
→ -3	-7	-5	9	17	5	-8	11	0
> CCCN(CC(=O)Nc1ccccc1C)C(=O)c1ccc(N2CCCCCC2)c([N+](=O)[O-])c1
→ -2	-2	7	4	-1	-2	-3	-5	-6
> CC1(C)CC(=O)C=C(c2n[nH]nc2C2CCCCC2)C1
→ -3	-10	-6	2	3	1	8	0	2
> CCOC(=O)c1ccc(NC(=O)CCNS(=O)(=O)c2ccc3c(c2)oc(=O)n3C)cc1
→ -4	-14	-2	0	2	-2	8	-1	2
> C=CCOc1nc2c(c(=O)n(C)c(=O)n2C)n1Cc1ccccc1Cl
→ -1	1	1	4	18	3	-4	9	-3
> CCN1C(=O)[C@H]2[C@@H](c3ccc(-c4cccc(Cl)c4)cc3)N[C@@](CC(C)C)(C(=O)OC)[C@H]2C1=O
→ 1	4	6	2	10	2	12	0	4
> N#CCCN1CCn2c1nc1ccccc12
→ -5	-4	-6	0	7	-5	0	3	4
> ClC1CCCCC1n1nnc2ccccc21 (stereo unspecified)
→ -2	10	-8	0	1	1	0	3	5

# The results go on.
# Under each structure: CHRM1 agonist	M4 antag	M1 antag	M4 ag	TAAR1 ag	CHRM5 agonist	CHRM5 PAM	M5 antag	M1 PAM
> O=C(N/N=C/c1cccnc1)c1ccc(Cn2cc([N+](=O)[O-])cn2)o1
→ 3	-7	-5	1	5	3	10	-10	13
> Cc1ccc(Nc2ncc3c(n2)CC(c2ccco2)CC3=O)c(C)c1 (stereo unspecified)
→ -4	1	-8	0	10	-2	5	-4	-8
> COc1ccc(Br)cc1CNc1ccc(O)cc1
→ -2	-3	-4	1	25	-2	-2	2	-5
> CCCCC(c1nnnn1CCOC)N1CCN(CC)CC1 (stereo unspecified)
→ -6	2	-9	0	7	-13	1	8	5
> COc1ccc(-n2c(C)cc(C(=O)CCl)c2C)cc1
→ -1	1	7	0	-2	-5	8	6	-4
> CC(NC1CCN(Cc2ccccc2)CC1)c1ccc(F)cc1 (stereo unspecified)
→ -10	18	34*	2	4	-1	1	0	-20
> Cc1nn(Cc2ccccc2)c(Cl)c1C(=O)NCCc1ccc(Cl)cc1
→ 2	10	2	0	-4	-5	-7	6	-2
> COc1ccc(-c2nnc(C)c3nocc23)cc1
→ 3	-6	-2	0	0	-1	6	-2	16
> N#CC(=C(O)CN1CCN(c2ccccc2F)CC1)c1nc(-c2ccccc2)cs1
→ -1	-1	6	6	6	2	-7	9	0
> CCC(C)[C@H](NC(=O)[C@@H]1Cc2ccccc2CN1)C(=O)Nc1ccc2c(c1)OCO2 (stereo partly specified)
→ -4	-13	11	1	1	-1	2	-9	3
> CCn1c2ccccc2c2cc(NC(=O)COC(=O)c3cc(OC)c(OC)cc3OC)ccc21
→ -11	8	-1	0	0	-5	1	1	-6

# Printed as active in M1 antag (from the list above):
smiles,CHRM1 agonist,M4 antag,M1 antag,M4 ag,TAAR1 ag,CHRM5 agonist,M5 antag,M1 PAM
Cc1cc(C(=O)NC2CCCc3c2cnn3-c2cccc(C)c2C)n(C)n1 (stereo unspecified),3,6,34*,14,5,5,15,-7
CC(NC1CCN(Cc2ccccc2)CC1)c1ccc(F)cc1 (stereo unspecified),-10,18,34*,2,4,-1,0,-20

# Source: PubChem (The Scripps Research Institute Molecular Screening Center)
